# Compound activity (PubChem BioAssay)
# POLI inh: qHTS for Inhibitors of Polymerase Iota; DNA polymerase iota (Homo sapiens), Q9UNA4; Pol iota fluorescent replication assay, 10 min; Potency, µM (series often up to 115 µM), for the others: top-dose activity, negative = inhibition, hits mostly inhibitors; 390,000 compounds, 1% hits; AID 588590, 2011
#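 Fluorescent replication assay read twice, at 0 min and 10 min after adding 50 nM (final) substrate. Enzyme (10 nM) and compounds were first incubated 15 min at room temperature; enzyme-free buffer wells were negative controls.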
# BLM inh: qHTS Assay for Inhibitors of Bloom's syndrome helicase (BLM); recombinant BLM DNA unwinding, fluorescence dequenching; Potency, µM (titrated, usually from 56.1 µM), inactives show top-dose activity change, negative = inhibition, most hits filed as inhibitors; 350,000 compounds, 0.2% hits; AID 2528, 2010;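 note: plate controls were vehicle for no effect and no enzyme for full effect; nearly all actives have a fitted effect of over 35% in size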
# Pol beta inh: qHTS Assay for Inhibitors of DNA Polymerase Beta | P06746 | Pol beta primer extension/strand displacement, fluorescence kinetic | Potency, µM (doses to about 114 µM), without a hit: at the top dose activity change, negative = inhibition, hits mostly inhibitors | 340,000 compounds, 1.3% hits; note: % is set by controls: 0 for no effect and ±100 for the full control effect
#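 Pol beta (10 nM) and compounds were preincubated 15 min at room temperature, then 50 nM substrate (final) started primer extension/strand displacement. Reads were taken at 0 and 10 min; concentration-response data were fitted to a four-parameter Hill equation.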
# JMJD2A Tudor: qHTS Assay for Inhibitors of JMJD2A-Tudor Domain; Potency, µM (top dose mostly 114 µM), for inactives: at the top dose activity change, negative = inhibition, hits mostly inhibitors; AID 504339, 2011; AlphaScreen JMJD2A-Tudor / H3K4me3 peptide binding; 390,000 compounds, 4.4% hits; note: % is set by controls: 0 for no effect and ±100 for the full control effect; nearly all actives have a fitted effect of over 50% in size
# Pol eta inh: qHTS for Inhibitors of Polymerase Eta; recombinant Pol eta, fluorescent DNA replication assay; Potency, µM (series often up to 114 µM), for the others: at the top dose activity change, negative = inhibition, usual class: inhibitors; AID 588591, 2011; 390,000 compounds, 1.2% hits; note: % is set by controls: 0 for no effect and ±100 for the full control effect
#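 Fluorescent replication assay: 50 nM final substrate added after a 15 min room-temperature compound preincubation with 10 nM enzyme. Signal taken at 0 min and again at 10 min.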
# APEX1 inh: qHTS Assay for Inhibitors of the Human Apurinic/apyrimidinic Endonuclease 1 (APE1) | 350,000 compounds, 0.35% hits | DNA repair nuclease/redox regulator APEX1 (Homo sapiens), P27695 | recombinant APE1, TAMRA/BHQ-2 abasic DNA cleavage fluorescence | Potency, µM (series often up to 65.8 µM), for inactives: top-dose activity change, negative = inhibition, hits mostly inhibitors | AID 2517, 2012;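 note: plate controls were vehicle for no effect and reference inhibitor for full effect; nearly all actives have a fitted effect of over 55% in size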
#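 0.75 nM APE1 + cpd, 15 min RT; start w/ 50 nM TAMRA/BHQ-2 THF-abasic dsDNA; kinetic fluor 525/598 nm ×3 reads @60 s; Δ(read3−read1); normalized to DMSO and NSC13755 control wells.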
# G9a inh: qHTS Assay for Inhibitors of Histone Lysine Methyltransferase G9a; Histone-lysine N-methyltransferase EHMT2 (Homo sapiens), Q96KQ7; G9a H3K9 monomethylation, AlphaScreen, 2 h; 350,000 compounds, 8.8% hits; AID 504332, 2011; Potency, µM (titrated, usually from 102 µM), without a hit: top-dose activity, negative = inhibition, usual class: inhibitors; note: % is set by controls: 0 for no effect and ±100 for the full control effect; nearly all actives have a fitted effect of over 75% in size
#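 Using a bead-based AlphaScreen, monomethylated H3K9 product from 2 h room-temperature reactions (G9a 20 nM, peptide 500 nM, SAM 20 uM) was detected with 0.5 ug/mL rabbit anti-H3K9me1 antibody.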
# POLK inh: qHTS for Inhibitors of Polymerase Kappa; purified Pol kappa, fluorescent DNA synthesis assay, 10 min; Potency, µM (doses to about 107 µM), for inactives: at the top dose activity, negative = inhibition, most hits filed as inhibitors; 400,000 compounds, 0.53% hits; AID 588579, 2011; note: % is set by controls: 0 for no effect and ±100 for the full control effect
# Target sequence (Q9UBT6 whole entry, looked up): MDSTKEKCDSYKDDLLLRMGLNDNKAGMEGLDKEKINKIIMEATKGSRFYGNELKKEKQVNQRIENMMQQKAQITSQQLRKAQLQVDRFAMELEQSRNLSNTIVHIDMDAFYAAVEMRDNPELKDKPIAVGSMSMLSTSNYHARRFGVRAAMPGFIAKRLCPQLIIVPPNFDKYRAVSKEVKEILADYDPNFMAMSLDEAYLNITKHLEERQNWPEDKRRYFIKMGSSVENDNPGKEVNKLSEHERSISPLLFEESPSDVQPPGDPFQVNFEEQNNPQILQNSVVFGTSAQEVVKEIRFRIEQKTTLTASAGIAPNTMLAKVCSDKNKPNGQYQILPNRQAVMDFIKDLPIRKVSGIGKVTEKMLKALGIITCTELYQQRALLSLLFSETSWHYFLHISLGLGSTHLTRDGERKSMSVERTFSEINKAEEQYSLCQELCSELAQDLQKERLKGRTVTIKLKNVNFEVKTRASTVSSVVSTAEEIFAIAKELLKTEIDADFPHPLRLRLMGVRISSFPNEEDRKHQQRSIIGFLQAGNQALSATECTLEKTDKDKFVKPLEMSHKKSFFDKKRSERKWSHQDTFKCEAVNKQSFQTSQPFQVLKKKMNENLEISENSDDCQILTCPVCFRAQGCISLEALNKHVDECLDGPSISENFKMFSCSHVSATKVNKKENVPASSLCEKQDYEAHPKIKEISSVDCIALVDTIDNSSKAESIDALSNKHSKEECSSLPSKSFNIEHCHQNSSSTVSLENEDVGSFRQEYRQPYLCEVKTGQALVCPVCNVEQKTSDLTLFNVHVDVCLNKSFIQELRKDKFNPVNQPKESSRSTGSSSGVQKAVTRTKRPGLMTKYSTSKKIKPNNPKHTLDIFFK
#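 Readout: fluorescence, taken kinetically at 0 and 10 min. Conditions: 10 nM Pol kappa, 15 min RT compound preincubation, 50 nM substrate final. Controls: enzyme-free buffer wells.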
# BAZ2B inh: qHTS Assay for Inhibitors of BAZ2B | Bromodomain adjacent to zinc finger domain protein 2B (Homo sapiens), Q9UIF8 | AlphaScreen BAZ2B-H3K14Ac peptide displacement | Potency, µM (doses to about 114 µM), without a hit: top-dose activity change, negative = inhibition, actives largely listed as inhibitors | 360,000 compounds, 4.4% hits | AID 504333, 2011; note: % is set by controls: 0 for no effect and ±100 for the full control effect; nearly all actives have a fitted effect of over 60% in size
#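 BAZ2B (50 nM) with biotin-H3(5-23)K14Ac peptide (50 nM) in PBS pH 7.4, 0.01% Tween-20, preformed 30 min, then compound 30 min at room temperature; top concentration 110uM. AlphaScreen streptavidin donor/nickel chelate acceptor beads (10 ug/mL final), 20 min dark, signal read.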
# The depositor's hits bear a star; ? = inconclusive; · = not tested or not shown; & = joins results of further samples; [ ] = dose if it differs, or a comment. Calls come from the whole dose curve; as a rule, active = well fitted curve in the direction sought with a large enough effect; inconclusive = small, poorly fitted or top-dose-only effect, or another doubt; inactive = no such curve, though single readings can be large; an effect the other way counts as inactive or inconclusive. Potency is the fitted concentration of half-maximal effect.
SMILES,POLI inh,BLM inh,Pol beta inh,JMJD2A Tudor,Pol eta inh,APEX1 inh,G9a inh,POLK inh,BAZ2B inh
O=C(CNC(=O)c1cccs1)NCC(=O)OCc1ccc(F)cc1,3%,-2%,20%,-6%,-2%,3%,40%,-9%,-10%
CC(C)(C#N)NC(=O)C1CCCN1S(=O)(=O)c1ccc2ccccc2c1 (stereo not given),5%,2%,23%,-11%,-2%,17%,-9%,-5%,-1%
O=C(N/N=C/c1ccco1)c1cc([N+](=O)[O-])cc([N+](=O)[O-])c1,-5%,1%,15%,-12%,-12%,10%,20%[59 µM],1%,-7%
COc1ccc(C(=O)OCC(=O)c2ccccc2)cc1S(=O)(=O)N1CCOCC1,9%,0%,0%,-12%,-5%,-3%,-3%[59 µM],-2%,-19%
N#Cc1ccccc1Sc1ccccc1C(=O)Nc1ccccc1,-4%,-8%,?,-7%,-7%,-7%,-50%[59 µM],-8%,-2%
CCOC(=O)c1sc(NC(=O)/C=C/c2ccc(F)cc2)nc1C,68%[activator],2%,-21%,-29%,-4%,-2%,·,-4%,-3%
CN(C)c1cccc(C(=O)OCC(=O)c2ccc[nH]2)c1,?,·,·,-25%,-12%,-10%,?,0%,-12%
COC(=O)[C@]1(C)N[C@H](CN(C)S(=O)(=O)c2ccc(F)cc2)[C@@H]2C(=O)N(C)C(=O)[C@@H]21,?,·,·,-20%,3%,-6%,·,9%,·
CCCN1CCC(NC(=O)CCc2nnc(Cc3cc(OC)ccc3OC)o2)CC1,29%,-5%,24%,-6%,-3%,5%,·,5%,-3%
Cc1ccc2cccc(N)c2n1,181%[activator],-12%,49%,-24%,-1%,-4%,-8%,-3%,?
CN1CCN(Cc2c(O)ccc3cc(-c4ccc(Cl)cc4)c(=O)oc23)CC1,-19%,-4%,-21%,31%,-11%,·,-14%[59 µM],1%[60.1 µM],28%
CC1CCCC(NC(=O)c2cc(S(=O)(=O)N3CCCCC3)ccc2Cl)C1C (stereo not given),-23%,·,·,-13%,-7%,-5%,13%[12.7 µM],-4%,4%
COc1cccc(C(=O)NNC(=O)c2ccc3ccccc3c2)c1,53%[activator],·,·,3%,-12%,·,·,-3%,·
COc1ccccc1N1CCN(CCCCNC(=O)c2ccc3ccccc3c2)CC1,-18%,-5%[21.4 µM],11%[57.1 µM],1%,-12%,26%,-17%[59 µM],-12%[60.1 µM],-35%
CCN(CC)S(=O)(=O)c1cc(C(=O)Nc2ccccn2)ccc1C,17%,-1%,0%,-13%,7%,-5%,-27%[12.7 µM],1%,-6%
COc1cccc(CN(C(=O)CN2C(=O)c3ccccc3S2(=O)=O)C(C(=O)NCC2CCCO2)c2ccco2)c1 (stereo not given),9%,-2%,18%,-4%,-22%,4%,14%,-3%,-4%
Cc1ccc(N(CC(=O)N2CCCCCC2)S(=O)(=O)c2ccccc2)cc1,47%[activator],-3%,10%,-9%,2%,20%[12.4 µM],-1%[59 µM],-7%,8%
COc1ccc(/C=N/Nc2cc(C)nc(N3CCOCC3)n2)cc1OC,32%[activator],-2%,-2%,-31%,-30%,-1%,?,-13%,-10%
O=c1oc(C2(O)CCCCC2)cc2ccccc12,10%,·,·,-12%,-1%,-15%,·,-6%,·
COc1ccccc1C(=O)Oc1cc(N)n(S(=O)(=O)c2ccc(C)cc2)n1,?,-12%,4%,-15%,?,-1%,5%[2.33 µM],?,?
Cc1cc(=O)oc2ccc(OCc3ccccc3)cc12,-18%,-2%,12%,24%,0%,3%,·,-11%,48%[activator]
CCOc1c(Br)cc(C2C=C(C(=O)O)Nc3ncnn32)cc1OC (stereo not given),15%,-1%,-21%,-5%,-22%,·,?,-24%,-1%
O=C(O)C1CCC(CNCc2ccncc2)CC1 (stereo not given),35%[activator],-2%,-15%,-8%,-23%,-1%,-6%[0.501 µM],0%,-3%
CCOc1cc(/C=C/C(=O)NCCc2ccc(S(N)(=O)=O)cc2)ccc1OCC(C)C,10%,-5%,-9%,-3%,-9%,0%,-30%[12.7 µM],-13%,0%
CCOC(=O)C1=C(O)/C(=C/c2cc(OC)c(O)c(OC)c2)SC1=Nc1ccc(OC)cc1,?,-6%,4%,-21%,-12%,?,8.9µM*,-2%,-34%
CCOC(=O)c1ccc(NC(=O)c2cnc(N3CCCC3)nc2C)cc1,5%,-6%,?,8%,·,·,8%[12.7 µM],-4%[60.1 µM],0%
CC(=O)N1CCN(c2ccc(S(=O)(=O)N3CCCCC3)cc2[N+](=O)[O-])CC1,163%[activator],·,·,-10%,-25%,5%,·,-1%,·
COc1ccc(S(=O)(=O)NC(C)C(=O)NCc2ccccn2)cc1Cl (stereo not given),34%[activator],-11%,20%,-12%,4%,4%,-11%,-13%,12%
COCCCNC(=O)Cc1ccc(S(=O)(=O)N2CCOCC2)s1,27%,·,·,-5%,-16%,13%,-2%[59 µM],0%,10%
CC(C)c1nc(-c2ccc([N+](=O)[O-])cc2)cs1,19%,-1%,34%,-17%,-15%,13%,-1%[59 µM],-4%,-34%

# Part of the list above, with bars between the fields:
Molecule | POLI inh | BLM inh | Pol beta inh | JMJD2A Tudor | Pol eta inh | APEX1 inh | G9a inh | POLK inh | BAZ2B inh
Cc1ccc(N(CC(=O)N2CCCCCC2)S(=O)(=O)c2ccccc2)cc1 | 47%[activator] | -3% | 10% | -9% | 2% | 20%[12.4 µM] | -1%[59 µM] | -7% | 8%
COc1ccccc1C(=O)Oc1cc(N)n(S(=O)(=O)c2ccc(C)cc2)n1 | ? | -12% | 4% | -15% | ? | -1% | 5%[2.33 µM] | ? | ?
COc1ccc(/C=N/Nc2cc(C)nc(N3CCOCC3)n2)cc1OC | 32%[activator] | -2% | -2% | -31% | -30% | -1% | ? | -13% | -10%
CCOC(=O)c1ccc(NC(=O)c2cnc(N3CCCC3)nc2C)cc1 | 5% | -6% | ? | 8% | · | · | 8%[12.7 µM] | -4%[60.1 µM] | 0%
COc1cccc(CN(C(=O)CN2C(=O)c3ccccc3S2(=O)=O)C(C(=O)NCC2CCCO2)c2ccco2)c1 (stereo not given) | 9% | -2% | 18% | -4% | -22% | 4% | 14% | -3% | -4%

# Structures above marked active in G9a inh:
SMILES	POLI inh	BLM inh	Pol beta inh	JMJD2A Tudor	Pol eta inh	G9a inh	POLK inh	BAZ2B inh
CCOC(=O)C1=C(O)/C(=C/c2cc(OC)c(O)c(OC)c2)SC1=Nc1ccc(OC)cc1	?	-6%	4%	-21%	-12%	8.9µM*	-2%	-34%

# Further compounds follow:
SMILES,POLI inh,BLM inh,Pol beta inh,JMJD2A Tudor,Pol eta inh,APEX1 inh,G9a inh,POLK inh,BAZ2B inh
CCCCN(CC)C(=O)c1c[nH]c2ccc(S(=O)(=O)N(C)c3ccc(Cl)cc3)cc2c1=O,18%,2%,-1%,-16%,-12%,·,9%[59 µM],-8%[60.1 µM],1%
COC(=O)c1sc2nc(C)cc(C)c2c1N,3%,1%,1%,6%,-8%,-3%,-13%[0.501 µM],-2%,12%
Nc1cc(=O)[nH]c(=O)n1CC1CC1,5%,3%&-1%,-13%,-14%,-5%,-7%&2%,1%,-3%,-5%
Cc1nn(Cc2ccccc2)c(C)c1NC(=O)CSc1nc2sc3c(c2c(=O)n1C)CCC3,21%,·,·,-11%,-5%,·,·,-6%,·
CCOC(=O)C1(Cc2ccc(OC)cc2)CCN(C(=O)CCc2cccnc2)CC1,14%,-5%,-1%,-15%,-2%,1%,2%,-5%,-18%
Cc1cc(NC(=O)CSCC(=O)OC(C)C(=O)c2cc(C)c(C)cc2C)no1 (stereo not given),49%[activator],·,·,-10%,-24%,25%,-24%,-12%,9%
CC(=O)c1sc(NC(=O)C2=NN(c3ccccc3)C(=O)CC2)nc1C,56%[activator],-2%,-7%,-9%,-9%,4%,25µM*,0%,71µM*
CCc1ccccc1NC(=O)COCc1cc(-c2ccco2)on1,4%,-5%,16%,-15%,-8%,·,?,-5%,-7%
c1ccc2sc(SN3CCOCC3)nc2c1,-3%,-1%&-1%,13%,40µM*,-2%,1%,?,5%[19.4 µM],3%
CC(C)(C)c1cc2nc(N)nc(N)n2n1,-5%[58.9 µM],1%,-1%,-5%,-21%,-7%,16%,0%,-1%

# These rows are one share of the data; rates above refer to the full screens.
